FLuc modulator – counter-screen for miR-21 project: firefly luciferase inhibitors or activators. Potency, µM (titrated, usually from 57.5 µM), inactives show at the top dose activity change, negative = inhibition, actives largely listed as inhibitors. purified FLuc, Km substrates, luminescence inhibition. 360,000 compounds, 6.9% hits; active means well fitted inhibition curve with a large enough effect; inconclusive means small, poorly fitted or top-dose-only effect;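 further: plate controls were vehicle for no effect and reference inhibitor for full effect; nearly all actives have a fitted effect of over 55% in size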
Target sequence (P08659 whole entry, looked up): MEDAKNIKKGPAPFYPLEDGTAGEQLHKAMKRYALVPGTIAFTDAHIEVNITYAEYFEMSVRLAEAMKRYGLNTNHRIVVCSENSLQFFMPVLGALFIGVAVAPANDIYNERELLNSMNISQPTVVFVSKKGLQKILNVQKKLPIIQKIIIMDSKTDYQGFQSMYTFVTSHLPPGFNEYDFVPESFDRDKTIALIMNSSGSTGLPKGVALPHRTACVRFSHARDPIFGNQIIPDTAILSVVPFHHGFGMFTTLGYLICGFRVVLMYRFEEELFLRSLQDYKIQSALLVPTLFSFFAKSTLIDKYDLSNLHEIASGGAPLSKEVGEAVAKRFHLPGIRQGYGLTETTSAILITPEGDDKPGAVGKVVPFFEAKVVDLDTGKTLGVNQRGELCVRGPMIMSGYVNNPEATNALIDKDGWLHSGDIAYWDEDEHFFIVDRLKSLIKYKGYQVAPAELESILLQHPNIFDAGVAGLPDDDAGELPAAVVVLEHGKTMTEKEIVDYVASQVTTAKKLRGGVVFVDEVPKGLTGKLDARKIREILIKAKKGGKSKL
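Biochemical qHTS of compounds, final roughly 60 µM downward over six points, against 10 nM purified firefly luciferase using Km concentrations of substrates (10 uM D-luciferin, 10 uM ATP) in Tris acetate pH 7.5 buffer; luminescence output.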
An asterisk follows results filed as active; ? = inconclusive. Potency means the concentration at half of the fitted maximal effect.

SMILES	FLuc modulator
Cc1cc(C)cc(NC(=O)CSc2nncn3c2cc2occc23)c1	-9%
CCOc1ccccc1CNCc1c(C(=O)O)c(C)n(Cc2ccc(C)cc2)c1C	-2%
COc1ccc(CCNC(=O)c2nc(-c3ccc(Cl)cc3)n3c2CCCCC3)c(OC)c1	-17%
CCCCN(CC)C(=O)CCn1c(=O)c2cccn2c2cccnc21	4%
COc1ccc(CCNC(=O)CCCn2nc(C)c3sc4ccccc4c3c2=O)cc1OC	13µM*
Cc1ccc(CCNC(=O)c2ccc(Cn3c(=O)c4cccn4c4cccnc43)cc2)cc1	2%
Cc1ccc(S(=O)(=O)c2cn(Cc3ccccc3)c3cc(N4CCCC4)c(F)cc3c2=O)cc1C	-1%
COc1ccc(NC(=O)CCS(=O)(=O)c2cc(Br)cc3c2N(C(C)=O)CC3)c(OC)c1	-5%
COc1ccc(C)cc1NC(=O)c1cc(S(=O)(=O)NC2CCCCCC2)ccc1F	-4%
Cc1cc(-c2ccc(C)c(S(=O)(=O)N3CCN(c4cccc(C(F)(F)F)c4)CC3)c2)on1	-1%
CCc1ccc(S(=O)(=O)c2cn(C)c3cc(N4CCC(C)CC4)c(F)cc3c2=O)cc1	-2%
CCCCOc1ccc(C(=O)N2CC(=O)Nc3ccc(Br)cc3C2c2ccc(F)cc2)cc1 (stereo not drawn)	2%
CCN(CC)CCCNC(=O)c1nn(C)c2c1CS(=O)(=O)c1ccccc1-2	?
Cc1ccc(CNc2nc3ccc(Cl)cc3n3cnnc23)cc1	0%
Cc1oc2c(c(C)cc3oc(=O)c(CC(=O)NCCc4ccc(Cl)cc4)c(C)c32)c1C	-7%
O=S(=O)(c1ccc(Cl)cc1)c1nc(-c2ccccc2Br)oc1N1CCOCC1	4%
Cc1ccc(-n2c(=O)c3c(cnn3C)n(CC(=O)Nc3cccc(C)c3)c2=O)cc1	-12%
COc1ccc(CNC(=O)c2c(Nc3ccccc3C)sc(C(=O)c3ccccc3)c2N)cc1	-12%
CCN1CCN(c2ncc3c(n2)CCN(Cc2ccc(C)s2)C3)CC1	2%
O=C(Nc1ccc(Cl)c(C(F)(F)F)c1)c1nc2ccccc2nc1N1CCCCC1	-2%
Cn1c(=O)c(=O)n(C)c2cc(S(=O)(=O)N3CCN(c4ccccc4)CC3)ccc21	-1%
CC1=C(c2ccc(Cl)cc2)S(=O)(=O)NC1=NCc1ccc(C)cc1	0%
COC(=O)c1ccc(Oc2nc3c(c(=O)n(C)c(=O)n3C)n2Cc2ccc(Cl)c(Cl)c2)cc1	-2%
COc1cccc(CNC(=O)c2cc3c(=O)n(Cc4cccnc4)ccc3nc2C)c1	0%
O=C(Cn1ncc2c3ccccc3n(Cc3cccc(Cl)c3)c2c1=O)N1CCCCC1	1%
The listing continues.
SMILES	FLuc modulator
CCN(CC)C(=O)Cn1c(SCC(=O)Nc2ccc(C)c(C)c2)nc2ccccc21	1%
Cc1oc2c(C)c3oc(=O)c(CC(=O)N4CCCCC4)c(C)c3cc2c1C	-12%
CCc1cccc(NS(=O)(=O)c2ccc3c(c2)N(CC(=O)OC)C(=O)CS3)c1	-1%
Cc1cc(C)c(Cn2c3ccccc3c3cnn(CC(=O)N4CCCCC4)c(=O)c32)c(C)c1	-11%
O=C(c1ccc2c(c1)N(Cc1cccc(Cl)c1)C(=O)c1ccccc1S2(=O)=O)N1CCCCC1	-8%
COc1ccc(CNC(=O)c2cc3c(-c4ccccc4F)nn(C)c3s2)cc1	-5%
CC1CCN(C(=O)c2cnn(-c3cccc(Cl)c3)c2C2CCN(C(=O)OC(C)(C)C)CC2)CC1	3%
CCCOc1ccc(-c2nc(SC)[nH]c(=O)c2C#N)cc1OC	?
Cc1c(CCNC(=O)c2ccc(C(F)(F)F)cc2)sc2nc(-c3ccc(F)cc3)nn12	0%
CCOC(=O)c1c(S(=O)(=O)N2CCCC(C(=O)NCc3ccccc3OC)C2)c(C)n(C)c1C (stereo not drawn)	0%
CCS(=O)(=O)c1ccccc1C(=O)N(Cc1cccnc1)c1nc2cc(C)c(C)cc2s1	21µM*
CCOC(=O)c1cccc(NC(=O)CSc2ncc3c(n2)-c2ccccc2N(C)S3(=O)=O)c1	-1%
Cc1ccc2c(=O)cc(C(=O)Nc3ccc(S(=O)(=O)N4CCCC(C)C4)cc3)oc2c1C (stereo not drawn)	4%
CCC1=C(c2ccc(C)cc2)S(=O)(=O)N=C1N1CCC(C(=O)NCc2ccccc2Cl)CC1	-2%
CCOc1ccccc1CN1CCc2nc(Nc3ccc4c(c3)OCCO4)ncc2C1	-19%
COc1ccc(-c2nc3c(C#N)c[nH]n3c2NC2CCCC2)c(OC)c1	-10%
O=C(O)CCc1ccc(-c2ccccc2)n1-c1cccc(Br)c1	?
Cc1oc(-c2ccc(C(=O)Nc3ccccc3F)cc2)nc1COc1ccccc1	0%
Cc1cc(C)c2c(CC(=O)N(Cc3ccccc3)C3CCS(=O)(=O)C3)coc2c1 (stereo not drawn)	2%
Cc1cccc(Cn2c(SCc3ccc(C(=O)NCc4ccccc4F)cc3)nc3cccnc32)c1	-4%
COc1ccc(NC(=O)c2oc3ccccc3c2NC(=O)c2cc(=O)c3ccccc3o2)cc1	-3%
Cc1ccc(NC(=O)C2CCCN(c3nnc(C)c4c(C)n(-c5ccccc5)nc34)C2)cc1Cl (stereo not drawn)	-19%
Cc1cccc(C(=O)NNc2ncnc3c2cnn3-c2ccc(C)c(Cl)c2)c1	?
COc1ccc(NC(=O)c2cc(S(=O)(=O)N3CCOCC3)ccc2OC)cc1	4%
Cc1ccccc1-n1c2nc(=O)[nH]c(=O)c-2cc2c(Cl)cccc21	-2%

Exported as labelled records: entries from further up.
CCc1cccc(NS(=O)(=O)c2ccc3c(c2)N(CC(=O)OC)C(=O)CS3)c1
  FLuc modulator: -1%

COc1ccc(NC(=O)c2oc3ccccc3c2NC(=O)c2cc(=O)c3ccccc3o2)cc1
  FLuc modulator: -3%

Cc1cc(C)c2c(CC(=O)N(Cc3ccccc3)C3CCS(=O)(=O)C3)coc2c1 (stereo not drawn)
  FLuc modulator: 2%

Cc1ccccc1-n1c2nc(=O)[nH]c(=O)c-2cc2c(Cl)cccc21
  FLuc modulator: -2%

Entries from the list above that contain two or more sulfur atoms:
SMILES	FLuc modulator
CCc1cccc(NS(=O)(=O)c2ccc3c(c2)N(CC(=O)OC)C(=O)CS3)c1	-1%
CCS(=O)(=O)c1ccccc1C(=O)N(Cc1cccnc1)c1nc2cc(C)c(C)cc2s1	21µM*
CCOC(=O)c1cccc(NC(=O)CSc2ncc3c(n2)-c2ccccc2N(C)S3(=O)=O)c1	-1%

(more compounds)
SMILES	FLuc modulator
CCOc1ccc(C2c3c(oc4ccc(C)cc4c3=O)C(=O)N2CCCN(C)C)cc1 (stereo not drawn)	0%
COc1ccc(NC(=O)CCCOc2cc(=O)n(C)c3ccccc23)c(OC)c1	3%
CCc1ccc(OCc2nc(-c3ccc(OC)cc3)no2)c(Br)c1	-19%
CCN1C(=O)c2ccccc2Sc2ccc(NC(=O)c3ccc(Cl)cc3)cc21	-9%
CCC(C)n1c(SCc2ccc(F)cc2Cl)nc2ccsc2c1=O (stereo not drawn)	4%
Cc1cccc(-c2noc(CCCC(=O)NCc3ccco3)n2)c1	-2%
Cc1ccc(C)c(N2CCN(c3nc4ccc(Cl)cc4n4cnnc34)CC2)c1	-4%
COc1cccc(CNc2ncnc3onc(C)c23)c1	-5%
Cc1ccc(CNC(=O)C(=O)NCC(c2ccco2)S(=O)(=O)c2cccs2)cc1 (stereo not drawn)	-8%
CCOc1cccc(C(=O)N(Cc2ccc(C)o2)C2CCS(=O)(=O)C2)c1 (stereo not drawn)	-2%
O=C(NCc1ccccc1)c1ccc2c(c1)CCN2S(=O)(=O)c1ccccc1	-8%
Cc1ccc(NC(=O)c2ccc3c(O)c(S(=O)(=O)c4ccccc4)c(=O)[nH]c3c2)cc1Cl	11µM*
CCc1ccc(C2C(C(=O)Nc3ccccc3OC)=C(C)Nc3c(C(=O)Nc4ccc(C)cc4)cnn32)cc1 (stereo not drawn)	-6%
COc1ccc(S(=O)(=O)N(CC(=O)NCCSc2ccccc2)c2ccc(Cl)cc2)cc1	-11%
COc1ccc(S(=O)(=O)N2CCC(C(=O)Nc3ccc(Oc4ccccc4)cc3)CC2)cc1OC	0%
Cc1ccc(-c2noc(-c3ccccc3NC(=O)C3CC(=O)N(c4ccc(C)cc4)C3)n2)cc1 (stereo not drawn)	-7%
O=C(OCc1cc(=O)n2nc(C3CC3)sc2n1)c1cccc(NC(=O)c2ccccc2Cl)c1	-15%
Cc1cc(F)ccc1S(=O)(=O)Nc1ccc2oc3c(c2c1)CC(C)CC3 (stereo not drawn)	-12%
COc1ccc(CNC(=O)C(=O)NCC(c2cccnc2)N2CCN(c3ccccc3F)CC2)cc1 (stereo not drawn)	-3%
COc1cc(-c2nc3nc[nH]n3c2Nc2ccc(C(C)C)cc2)ccc1O	?
Cc1ccc(-n2nc(C)c3c(C(=O)Nc4ccc(Br)c(C)c4)cc(C)nc32)cc1	3%
COc1ccccc1CNC(=O)c1cn(C)c2ccc(S(=O)(=O)N(C)C3CCCCC3)cc2c1=O	2%
CCOc1ccc(S(=O)(=O)Nc2ccc3oc4c(c3c2)CC(C)CC4)cc1 (stereo not drawn)	-12%
CCc1ccccc1NC(=O)CC(C)S(=O)(=O)c1ccc2c(c1)NC(=O)CO2 (stereo not drawn)	-1%
CCCNC(=O)Cn1nc(-c2ccc(F)cc2)c2cnc3ccc(F)cc3c21	-2%

In the list so far, 3 have a CF3 group:
SMILES	FLuc modulator
Cc1cc(-c2ccc(C)c(S(=O)(=O)N3CCN(c4cccc(C(F)(F)F)c4)CC3)c2)on1	-1%
O=C(Nc1ccc(Cl)c(C(F)(F)F)c1)c1nc2ccccc2nc1N1CCCCC1	-2%
Cc1c(CCNC(=O)c2ccc(C(F)(F)F)cc2)sc2nc(-c3ccc(F)cc3)nn12	0%

The listing continues:
SMILES	FLuc modulator
CC1=C(C(=O)Nc2ccccc2C)C(c2cccs2)n2nc(SCc3cc(C)ccc3C)nc2N1 (stereo not drawn)	1%
COc1ccc(-c2cc(C(=O)OCC(=O)c3ccc(C)cc3)c3cccc(Cl)c3n2)cc1	-7%
CCc1cccc(C)c1NC(=O)CSc1nc2ccccc2nc1N1CCOCC1	-4%
COCCOC(=O)c1c(C)oc2c1cc(NS(=O)(=O)c1ccc(Cl)c(C)c1)c1ccccc12	?
Cc1ccc2c(=O)c(C(=O)c3ccc(Cl)cc3)cn(CC(=O)Nc3ccc4c(c3)OCCO4)c2n1	3%
CCc1ccc(S(=O)(=O)c2nnn3c2nc(NCc2cccc(OC)c2)c2cc(Cl)ccc23)cc1	1%
COc1ccc(C(=O)COC(=O)c2cc(-c3ccccc3)nc3c(C)cccc23)cc1	0%
COc1ccccc1CNC(=O)c1ccc2c(c1)CCN2S(=O)(=O)c1ccccc1	-6%
Cc1ccccc1Nc1c(-c2cccc(N(C)C)c2)nc2ccc(Br)cn12	-1%
COc1ccc(NC(=O)C(NC(=O)/C=C\c2ccc3c(c2)OCO3)c2ccc(C)cc2)cc1 (stereo not drawn)	-1%
COc1cc(NC(=O)N2CCC(CN3CCOCC3)CC2)cc(OC)c1OC	-2%
COc1ccc(-c2cn3c(n2)sc2cc(C(=O)NCc4ccccc4OC)ccc23)cc1	-11%
COc1ccc(Nc2nnc(-c3ccc(C)c(S(=O)(=O)N4CCN(C)CC4)c3)c3ccccc23)cc1	17µM*
COc1ccccc1NC(=O)C(=O)NCC(c1ccc2c(c1)OCO2)N1CCOCC1 (stereo not drawn)	0%
CCOc1ccc(C(=O)N(Cc2ccc(C(C)C)cc2)Cc2ccco2)cc1	-19%
O=C(Nc1c(Cl)cccc1Cl)c1cc(-c2ccc3c(c2)OCO3)on1	-22%
O=C(Nc1sc2c(c1C(=O)NCc1ccco1)CCCC2)c1cc(=O)c2ccccc2o1	-17%
CCc1nnc(SCc2nc(-c3ccccc3F)oc2C)c2cc3sccc3n12	-12%
Cc1ccc(CCNC(c2ccc(F)cc2)c2nnc(-c3ccccc3Cl)o2)cc1 (stereo not drawn)	-1%
Cc1ccc2c(=O)c(C(=O)c3cccc(Cl)c3)cn(CC(=O)NCc3ccc(F)cc3)c2n1	3%
O=C(CSc1nc2c([nH]c3ccccc32)c(=O)n1-c1ccccc1)N1CCCCC1	-2%
CC1=C(C(=O)Nc2cccc(F)c2)C2(CCCCCC2)OC1=O	-3%
CCOC(=O)c1ccc(Nc2nc3ccccc3nc2NS(=O)(=O)c2ccc(Cl)cc2)cc1	?
COc1ccccc1C(=O)Nc1ccc(-c2cc(C(F)(F)F)nn2-c2ccccc2)cc1	-8%
COc1cc(NC(=O)CCc2c(C)nn(-c3ccc(N4CCCCC4)nn3)c2C)cc(OC)c1OC	19µM*
The listing continues:
SMILES	FLuc modulator
Clc1cccc(CSc2nncn3c2cc2sccc23)c1	6%
COc1c(Cl)cc(C(=O)N(Cc2ccc(C)o2)C2CCS(=O)(=O)C2)cc1Cl (stereo not drawn)	-4%
COc1ccc(CCNC(=O)CCn2c(=O)c3cccn3c3ccc(F)cc32)cc1OC	-9%
CC(=O)Nc1ccc2nc(-c3cc(C)ccc3C)[nH]c2c1	?
CCN(CC)C(=O)Cn1cc(SCC(=O)Nc2cc(OC)ccc2OC)c2ccccc21	-13%
COc1cc(C(=O)N2CCc3c([nH]c4ccccc34)C2c2ccc(C)cc2)cc(OC)c1OC (stereo not drawn)	-4%
CN(C)CCNC(=O)c1ccc2nc(CCc3ccccc3)oc2c1	-11%
O=C(CSc1nc2ncccc2o1)Nc1cccc(C(F)(F)F)c1	4%
COc1ccc(-c2cn3nc(N4CCCC(C(=O)NCc5ccccc5C)C4)sc3n2)cc1 (stereo not drawn)	?

Pulled by structure from the entries so far (2):
SMILES	FLuc modulator
Clc1cccc(CSc2nncn3c2cc2sccc23)c1	6%
CCN(CC)C(=O)Cn1cc(SCC(=O)Nc2cc(OC)ccc2OC)c2ccccc21	-13%

Screening data as filed in PubChem.

An excerpt (hit frequency here may not be typical).
